# PKA-R2B activ: activators of PKA-R2B holoenzyme, primary screen, biochemical, fluorescence polarization, Cy5-IP20, human; cAMP-dependent protein kinase catalytic subunit beta (Homo sapiens) + cAMP-dependent …; PKA-R2B holoenzyme dissociation; R2B truncated from residue 108, S112A mutant; 0% DMSO only, 100% 113 µM cGMP; activation, % at 11.4 µM; hit rate 0.079% among 340,000; AID 504700, 2011;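 active = activation above a cutoff set at the mean over all compounds plus 3 SD, cut at about 18% in these data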;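 note: higher means more holoenzyme dissociation and a rise in polarization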
# Target sequence (P31323 whole entry, looked up, other chains not shown, the tested form may be a part): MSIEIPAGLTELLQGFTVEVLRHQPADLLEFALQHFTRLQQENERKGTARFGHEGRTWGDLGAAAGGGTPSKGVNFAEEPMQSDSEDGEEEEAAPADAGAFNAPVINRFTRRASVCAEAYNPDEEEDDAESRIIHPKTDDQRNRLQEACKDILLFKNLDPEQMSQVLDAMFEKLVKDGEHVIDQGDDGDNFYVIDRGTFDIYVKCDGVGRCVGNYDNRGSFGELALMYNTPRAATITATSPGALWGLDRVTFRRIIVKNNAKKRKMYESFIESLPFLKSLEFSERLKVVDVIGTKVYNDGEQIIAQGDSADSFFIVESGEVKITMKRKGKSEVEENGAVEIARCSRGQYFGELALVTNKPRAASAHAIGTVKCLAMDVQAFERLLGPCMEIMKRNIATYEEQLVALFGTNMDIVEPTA
# HTR5A inv ag: HTR5A inverse agonists in luminescence cell assay, primary screen, counter-screen for OPRM1-OPRD1 heterodimer inverse agonist project, full-deck HTS | 5-hydroxytryptamine receptor 5A (Homo sapiens), P47898 | HTR5A cell line, inverse agonism | inhibition, % at 9.3 µM | hit rate 0.083% among 340,000; in the data active = inhibition mostly above about 23%, no sharp cut-off; inactive = mostly below about 18%;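 note: 0% = cells with DMSO and 100% = no-cell wells with DMSO; some compounds called inactive have numbers as strong as hits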
# Target sequence (P47898 whole entry, looked up): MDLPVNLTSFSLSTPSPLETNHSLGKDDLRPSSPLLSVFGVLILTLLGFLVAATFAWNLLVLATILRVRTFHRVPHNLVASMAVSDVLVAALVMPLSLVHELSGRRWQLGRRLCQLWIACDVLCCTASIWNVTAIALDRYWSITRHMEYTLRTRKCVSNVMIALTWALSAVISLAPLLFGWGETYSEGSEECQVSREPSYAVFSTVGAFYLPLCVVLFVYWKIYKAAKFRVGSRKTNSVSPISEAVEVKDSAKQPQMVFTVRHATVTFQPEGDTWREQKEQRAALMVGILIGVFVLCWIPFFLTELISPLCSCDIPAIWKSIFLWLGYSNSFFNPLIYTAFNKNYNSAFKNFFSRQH
# SUMO Mot1 rescue: yeast Mot1-301 growth rescue at high temperature, primary screen, SUMOylation pathway inhibitor project, S. cerevisiae, ATP luminescence, 38.5C. S. cerevisiae Mot1-301 growth rescue; percent above DMSO median, 100 means doubled. growth rescue, % at 18.8 µM. hit rate 1% among 320,000;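 active = every valid replicate shows activation above 250% relative to neutral control wells; inactive = the rest, any valid replicate at or below 250%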;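 note: OY570 slx delta 5 strain wells were the positive control but not used for scaling; some compounds called inactive have numbers as strong as hits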
# HTR5A ag ctr: HTR5A agonists in luminescence cell assay, primary screen, counter-screen for OPRM1-OPRD1 heterodimer agonist project, full-deck HTS; activation, % at 9.3 µM; cell-based; AID 504692, 2011; hit rate 0.61% among 340,000; in the data active = activation mostly above about 9.5%, no sharp cut-off; inactive = mostly below about 7.6%;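 note: 0% = cells with vehicle only and 100% = reference agonist; strong numbers were not always called active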
# E coli growth: E. coli V3065 growth inhibition, primary screen, counter-screen for AddAB inhibitor project, absorbance, OD600; 18 h; inhibition, % at 11.9 µM; hit rate 0.27% among 330,000; AID 449728, 2010;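 active = inhibition above the campaign's mean inhibition across all tested compounds plus 3 SD, cut at about 9.9% in these data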;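 note: uninfected addAB+ strain grown without phage in ampicillin broth; 0% = DMSO wells and 100% = ciprofloxacin 0.95 µg/ml wells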
# PKA-R1A act: activators of PKA-R1A holoenzyme, primary screen, biochemical, fluorescence polarization, Cy5-IP20, bovine R1A, mouse PKAc; PKA-R1A dissociation; scaled: DMSO 0%, 113 µM cGMP 100%; hit rate 0.083% among 340,000; cAMP-dependent protein kinase type I-alpha regulatory subunit (Bos taurus) + …; activation, % at 11.4 µM;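 active = percent activation above the mean of all tested compounds plus 3 SD, cut at about 19% in these data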;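 note: higher means more PKAc released from R1A so a rise in polarization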
# phage Ecoli inh: growth loss of phage-infected E. coli, primary screen, RecBCD inhibitor project, absorbance, with phage, HTS; inhibition, % at 11.9 µM; hit rate 0.26% among 360,000; in the data active = inhibition above about 11%
# CDK5 p35 inh: inhibitors of human CDK5/p35 kinase, primary screen, biochemical, single concentration; Cyclin-dependent kinase 5 (Homo sapiens) + Cyclin-dependent kinase 5 activator 1 (Homo …; Recombinant CDK5/p35, ADP-Glo luminescence, 60 min; inhibition, % at 10 µM; hit rate 0.01% among 330,000;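 active = highest replicate inhibition of at least 50% and at least 75% of replicates reaching 50%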;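 note: plate controls were DMSO neutral control for no effect and GW8510 at 10 µM for full effect; many of its hits are not listed in these tables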
# Tat export inh: E. coli Tat export inhibitors, primary screen, MC4100, TorA-mCherry reporter, fluorescence, single point | AID 488895, 2010 | inhibition, % at 10 µM | hit rate 0.036% among 340,000;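 active = mean replicate inhibition at least 50% and at least half of replicates individually reaching 50%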;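 note: exported cargo escapes ClpAP degradation while cytoplasmic cargo is degraded and loses fluorescence; 0% = median of neutral control wells and 100% = median of NaSCN control wells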
# DAGLB inh: DAGLB lipase inhibitors, primary screen, biochemical, fluorescence, HTS. Diacylglycerol lipase-beta (Homo sapiens), Q8NCG7. HEK293T DAGLB membrane lysate, EnzChek fluorogenic substrate. inhibition, % at 5.17 µM. hit rate 0.059% among 340,000. AID 504411, 2011; in the data active = inhibition above about 34%;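 note: 0% = enzyme with vehicle and 100% = wells lacking enzyme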
# AddAB inh: growth inhibition of E. coli expressing H. pylori AddAB, primary screen, AddAB inhibitor project, absorbance. AID 435030, 2010. hit rate 0.29% among 330,000. inhibition, % at 11.9 µM; in the data active = inhibition above about 12%;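 note: 0% = vehicle wells of infected cells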
# Starred values were filed as active, the others as inactive; nt = no result given.
nr	canonical_smiles	PKA-R2B activ	HTR5A inv ag	SUMO Mot1 rescue	HTR5A ag ctr	E coli growth	PKA-R1A act
1	CC(=O)Nc1ccc(NC(=O)COC(=O)C2(c3ccc(Cl)cc3)CCCC2)cc1	-12	-14	-9	4	-0.6	-10
2	COC(=O)C(NC(=O)c1ccccc1)=C(C)C	5	-22	20	3	0.8	5
3	COc1ccc(CCn2c(-c3ccc(OC)cc3)nc3c(c(=O)c4ccccc4n3C)c2=O)cc1	12	8	-11	-1	-2.4	-7
4	CC(C)(C)c1ccc(NC(=O)N2CCCN(c3c(Cl)cncc3Cl)CC2)cc1	-5	-5	5	0	-1.2	9
5	O=C(OCC(=O)N1CCN(C(=O)c2ccco2)CC1)c1ccccc1C(=O)c1ccccc1	-3	13	221	-5	-1.3	5
6	N/C(=N\OC(=O)c1ccc(Cl)c(Cl)c1)c1ccccn1	-4	-3	-3	14*	-1.7	-7
7	Fc1ccccc1Sc1ccccc1CNC1=NCCN1	2	-8	205	-1	1.3	-8
8	CC(C)CC(=O)Nc1ccc2oc(-c3ccncc3)nc2c1	0	-14	86	4	0.7	-4
9	CN(C(=O)CSC1=NC2C(N=N1)c1cc(Br)ccc1N2C)C1CCCCC1 (stereo not given)	-3	-14	9	5	1.0	12
10	CS(=O)(=O)N(Cc1ccccc1)c1ccc(C(=O)NCc2ccccc2)cc1	-3	-9	1	0	-0.6	-6
11	CCOC(=O)CSc1ncc(OC)c(=O)[nH]1	-4	-8	-11	-3	-0.1	-1
12	Cc1cccc(NC(=O)C2CCCN(S(=O)(=O)c3ccc4[nH]c(=O)ccc4c3)C2)c1 (stereo not given)	-1	0	-1	0	-1.2	-9
13	Cc1ccc(S(=O)(=O)Nc2ccc(S(=O)(=O)NC(C)(C)C)cc2)cc1	-3	9	nt	1	-1.6	-9
14	CC(C(=O)Nc1cc([N+](=O)[O-])ccc1Cl)N1CCN(c2ccccc2)CC1 (stereo not given)	-7	1	-3	0	-1.7	-1
15	CN(C)CCCN(C(=O)c1cc2ccccc2oc1=O)c1nc2c(F)cccc2s1	9	-25	10	3	0.0	-3

nr	phage Ecoli inh	CDK5 p35 inh	Tat export inh	DAGLB inh	AddAB inh
1	1.7	-0.2	7	3	1.7
2	2.9	0.6	4	-2	3.8
3	2.4	1.2	-8	0	-0.3
4	-0.5	0.6	4	-2	1.1
5	1.2	-0.6	-2	-3	-0.2
6	1.1	2.3	-3	-2	0.3
7	3.7	0.3	-2	1	6.0
8	1.2	0.2	7	-2	1.9
9	2.9	0.1	-6	0	1.9
10	1.6	1.2	-2	1	1.5
11	3.5	0.0	-1	2	0.2
12	2.4	1.9	0	2	5.9
13	2.9	-1.4	-1	1	2.1
14	-0.6	-2.5	-9	-3	2.1
15	3.1	-1.0	3	3	2.1

# Later entries:
nr	canonical_smiles	PKA-R2B activ	HTR5A inv ag	SUMO Mot1 rescue	HTR5A ag ctr	E coli growth	PKA-R1A act
16	COc1cc(Cl)cc(C=O)c1OCC(=O)O	-17	3	-2	0	0.0	15
17	COCCCNC(=O)Cn1ccc(NC(=O)OCc2ccccc2)nc1=O	-1	10	-8	-3	0.9	-5
18	COC(=O)c1cc2ccccc2c(=O)s1	-5	-9	212	3	5.1	2
19	O=C(O)C1C2CCC(O2)C1C(=O)Nc1ccc(Cl)cc1F (stereo not given)	-11	13	633*	7	-2.8	3
20	NS(=O)(=O)c1ccc(Nc2ccccc2)c([N+](=O)[O-])c1	-3	0	0	0	-1.7	-3
21	O=C(CN1C(=O)NC2(CCCC2)C1=O)Nc1ccc(C(F)(F)F)cc1	-2	-7	299	7	-0.1	-3
22	Cc1cccc(C)c1NC(=O)Cn1c(=O)n(CCCC(=O)NC2CCN(Cc3ccccc3)CC2)c(=O)c2ccccc21	0	-19	169	7	-0.4	0
23	C#CCNC(=O)c1ccc(OCc2ccccc2)cc1Cl	-8	6	nt	-3	-0.2	-18
24	COc1ccc(/C=N\NC(=O)c2ccc([N+](=O)[O-])c(C)c2)cc1COc1ccccc1C(N)=O	6	-22	-7	7	0.7	9
25	O=C(c1ccccc1C(=O)N1CCN(c2ccc(F)cc2)CC1)N1CCN(c2ccc(F)cc2)CC1	-1	-8	-21	0	1.5	0
26	COc1ccccc1C(=O)NCCC(=O)OCC(=O)Nc1ccc(S(N)(=O)=O)cc1	-1	5	4	-2	-2.3	4
27	Cc1csc(NC(=O)c2ccco2)n1	-6	7	15	-4	2.4	-9
28	CCC(=O)Nc1c2c(nn1-c1ccccc1)CSC2	7	12	-5	9	0.4	9
29	Cc1nn(C)c(C)c1CNC(=O)/C=C/c1ccccc1F	-10	1	-11	1	0.5	-5
30	CSc1cccc(NC(C)=O)c1	-5	12	-11	-1	2.2	5

nr	phage Ecoli inh	CDK5 p35 inh	Tat export inh	DAGLB inh	AddAB inh
16	4.8	-1.5	-1	-1	3.5
17	0.6	-0.2	1	1	0.3
18	-0.7	-1.3	6	-2	-1.7
19	2.9	1.1	2	2	2.6
20	0.2	0.2	0	4	2.5
21	4.1	0.8	-13	-3	5.1
22	1.4	1.0	-3	1	0.0
23	2.3	2.6	3	-2	-0.3
24	-0.9	1.8	4	5	0.8
25	-0.3	-0.2	-7	-1	-0.2
26	1.2	0.7	4	0	-2.2
27	1.5	-0.7	8	0	0.5
28	1.1	0.4	8	0	0.9
29	2.1	-0.9	0	-1	1.3
30	4.3	nt	-3	0	4.9

# Gathered by group: those above with an NH in an aromatic ring
nr	canonical_smiles	PKA-R2B activ	HTR5A inv ag	SUMO Mot1 rescue	HTR5A ag ctr	E coli growth	PKA-R1A act
11	CCOC(=O)CSc1ncc(OC)c(=O)[nH]1	-4	-8	-11	-3	-0.1	-1
12	Cc1cccc(NC(=O)C2CCCN(S(=O)(=O)c3ccc4[nH]c(=O)ccc4c3)C2)c1 (stereo not given)	-1	0	-1	0	-1.2	-9

nr	phage Ecoli inh	CDK5 p35 inh	Tat export inh	DAGLB inh	AddAB inh
11	3.5	0.0	-1	2	0.2
12	2.4	1.9	0	2	5.9

# Remaining list, next part
nr	canonical_smiles	PKA-R2B activ	HTR5A inv ag	SUMO Mot1 rescue	HTR5A ag ctr	E coli growth	PKA-R1A act
31	COc1ccc2cc(C(=O)NCc3ccco3)c(=O)oc2c1	7	0	72	-3	-0.2	10
32	COc1cccc(OC)c1C(=O)OCc1c(-c2ccccc2)ncc2ccccc12	-7	-30	20	0	-1.4	-9
33	O=[N+]([O-])c1cc([N+](=O)[O-])c(Oc2cc(Cl)cc(Cl)c2)cc1NN1CCCCC1	-5	-22	280	-2	-1.4	-3
34	COc1cccc(OCC(O)CN2CCC(Cc3ccccc3)CC2)c1 (stereo not given)	-2	21	-18	1	0.9	-8
35	CC(=Nc1ccc(C)c(C)c1)C1=C(O)CCC1=O	-15	-3	136	0	0.3	-10
36	O=C(COC(=O)c1ccc2ncsc2c1)NC(=O)NCc1ccccc1	-1	34	2	4	-0.1	-7
37	COc1ccc(-c2noc(CCCOc3ccc(Cl)cc3Cl)n2)cc1	-15	-10	0	-6	2.1	-4
38	Cc1ncc([N+](=O)[O-])n1CC(=O)NCCc1ccccc1	-14	4	26	-7	2.7	-13
39	N#CCCn1cc(C(CC(=O)c2ccccc2)C(=O)O)c2ccccc21 (stereo not given)	-9	-9	-18	2	-2.9	-4
40	COc1cccc(OC)c1C(=O)Nc1ccnn1C	-9	2	-9	-1	3.1	-2
41	CCOc1ccc(NC(=O)Cn2sc3nc(C)cc(C)c3c2=O)cc1	6	-22	-18	1	-1.6	-8
42	COc1ccc(-n2nc(C(=O)N3CCCCC3)c3ccccc3c2=O)cc1	1	9	-4	-1	1.1	3
43	Nc1nc2c(ccc3ccccc32)s1	-10	25	-20	6	-0.8	-5
44	C=CCC1(C#N)C(=S)NC2=C(C(=O)CC(C)(C)C2)C1c1ccc(Br)cc1 (stereo not given)	-13	10	-24	-4	1.9	-9
45	COc1ccc(NC(=O)CN(C)S(=O)(=O)c2ccc(Br)s2)cc1	-5	-2	-6	1	-0.6	13

nr	phage Ecoli inh	CDK5 p35 inh	Tat export inh	DAGLB inh	AddAB inh
31	2.5	-0.9	-7	0	-1.9
32	3.9	-0.7	-1	-12	3.7
33	1.7	-2.0	10	2	3.0
34	5.0	-0.2	5	0	4.2
35	0.5	0.2	1	-1	3.0
36	1.3	-0.8	2	2	3.2
37	2.5	-0.2	-2	-15	0.9
38	2.9	-1.8	9	-1	0.3
39	1.9	-0.7	-5	-3	0.1
40	nt	0.5	-7	3	3.7
41	nt	9.6	0	2	1.0
42	-0.1	-0.7	0	-2	3.5
43	1.5	1.8	6	4	0.9
44	0.9	-2.5	-11	1	3.0
45	2.9	-0.5	-1	-6	2.8

# (cont.)
nr	canonical_smiles	PKA-R2B activ	HTR5A inv ag	SUMO Mot1 rescue	HTR5A ag ctr	E coli growth	PKA-R1A act
46	O=C(O)c1sccc1NC(=O)c1c(Cl)cccc1Cl	-4	-19	0	5	-0.9	1
47	O=C1NC2c3ccccc3CC2O1 (stereo not given)	5	-11	4	4	-1.2	-9
48	COc1cc(OC)c(Nc2cc(C)nc3nc(C)nn23)cc1Cl	3	-5	2	2	-2.3	13
49	Cc1[nH]n(-c2ccccc2)c(=O)c1/C=N/NC(=O)C(C)C	-7	16	-6	5	-0.9	-3
50	COc1ccc(OC)c(NC(=O)c2cnc(Nc3ccccc3OC)c3ccccc23)c1	-15	-9	-2	0	-1.4	-7
51	CC(C)c1ccc(C2C(C(=O)c3ccco3)=C(O)C(=O)N2CC2CCCO2)cc1 (stereo not given)	10	-22	-4	7	2.7	-1
52	Nc1nc(N)c(N=Nc2ccc(Cl)cc2)c(=O)[nH]1	-6	9	nt	-3	-1.3	-2
53	Cc1cc(OCC(=O)OCC(=O)N(C)C2CCS(=O)(=O)C2)ccc1Cl (stereo not given)	-12	-8	nt	-2	nt	-10
54	O=C(Nc1ccc(Br)cc1F)c1sccc1-n1cccc1	2	-3	-9	1	-0.9	0

nr	phage Ecoli inh	CDK5 p35 inh	Tat export inh	DAGLB inh	AddAB inh
46	-0.5	-1.0	-3	2	-1.9
47	-1.0	0.1	-3	0	3.2
48	2.3	-1.2	-23	-1	5.6
49	1.1	-7.2	7	2	-0.7
50	2.2	0.1	6	-2	-0.2
51	2.2	-3.0	-2	0	2.5
52	0.8	0.2	-1	5	-0.2
53	0.8	1.1	-11	-1	nt
54	1.2	-1.9	5	-21	0.3

# Compound activity as filed in PubChem BioAssay.
